Source: PubChem
HT1080 viability = HT1080 cell viability loss – fluorescence readout (AID 620). HT1080 viability, fluorescence; higher % means a stronger effect. one-dose cytotoxicity, % at 10 µM; EC50 in µM for titrated hits. actives 0.42% (n = 87,000); in the data active = cytotoxicity above about 50%;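 note: cells exposed to compound overnight then 4 h with Alamar Blue; 0% = vehicle DMSO and 100% = killing control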
* marks the source's active call; other numbers are inactive results. Not all compounds are listed (hit frequency here may not be typical).

CCOC(=O)C1CCN(C(=O)C(=O)N2CCC(C(=O)OCC)CC2)CC1
  HT1080 viability = -6%
CN(NS(=O)(=O)c1ccccc1)c1nc2ccccc2nc1C(F)(F)F
  HT1080 viability = -2%
CCC1=C2CC[C@H]3C(=O)NC(=O)[C@H]3[C@H]2[C@@]2(Cc3ccccc3)C(=NCc3ccccc3)OC(=O)N2C1=O
  HT1080 viability = 10%
O=C(c1ccc2c(c1)N(Cc1ccccc1)C(=O)c1ccccc1S2)N1CCCC1
  HT1080 viability = 30%
Cc1cc(C)c2c(n1)sc1c(=O)n(Cc3ccccc3Cl)nnc12
  HT1080 viability = -20%
CCN1C(c2ccccc2)C(C)C(=O)C(C)C1c1ccccc1 (stereo unspecified)
  HT1080 viability = 12%
CCc1nnc(NC(=O)c2cccc(NC(=O)C(C)C)c2)s1
  HT1080 viability = -11%
Nn1c(SCC(=O)N2CCOCC2)nnc1-c1ccco1
  HT1080 viability = 1%
CC12Cc3ccc4ccccc4c3C=C1C[N+](C)(C)C2 (stereo unspecified)
  HT1080 viability = -5%
CCCCn1c(CCC)nc([N+](=O)[O-])c1Sc1ccc(Cl)cn1
  HT1080 viability = 10%
CCC(Oc1ccccc1)C(=O)N1CCN(C(=O)C(CC)Oc2ccccc2)CC1 (stereo unspecified)
  HT1080 viability = -7%
COc1ccc(CN2CN(c3ccc(Cl)cc3)C(=O)N(n3cnnc3)C2)cc1
  HT1080 viability = -14%
CC(C)CC(C(=O)NC(=O)NCc1ccccc1)N1C(=O)c2ccccc2C1=O (stereo unspecified)
  HT1080 viability = -11%
N#CC1=C(N)NC(SCC(=O)Nc2ccccc2)=C(C#N)C12CCCCC2
  HT1080 viability = -4%
COc1ccc(CNC(=O)CSc2nc3c(c(=O)n(C)c(=O)n3C)n2C)cc1
  HT1080 viability = -2%

CCn1c(COc2ccc(C(C)C)cc2)nnc1SCC(=O)Nc1nccs1
  HT1080 viability = 11%
CCCCCn1c(SCC(=O)OCC)nc2cc(C(=O)N3CCC(C(N)=O)CC3)ccc2c1=O
  HT1080 viability = 3%
Cc1ccc2c(C(=O)CN3CCOCC3)c(C)[nH]c2c1
  HT1080 viability = -13%
COc1ccc(Cc2nc(C(=O)Nc3ccc(OC)cc3)cs2)cc1
  HT1080 viability = 1%
COc1ccccc1NC(=O)c1c(C)oc2c1CCCC2
  HT1080 viability = -4%
COCCNC(=O)c1ccc2c(=O)n(Cc3ccco3)c(SCC(=O)NC3CCCCC3)nc2c1
  HT1080 viability = -10%
COc1ccc(C(=O)NC(=O)COC(=O)C2COc3ccccc3O2)cc1 (stereo unspecified)
  HT1080 viability = 6%
CC(C)(C)OC(=O)NCC12C=CC(O1)C1C(=O)N(Cc3ccccc3)C(=O)C12 (stereo unspecified)
  HT1080 viability = -17%
C=CCc1ccccc1OCC(O)CN(CC)CC (stereo unspecified)
  HT1080 viability = 10%
c1ccc(-c2ccc3c(c2)c2c4n3CCN=C4CCC2)cc1
  HT1080 viability = -16%
Cc1cccc(C(=O)N2CCN(c3ccccn3)CC2)c1
  HT1080 viability = 0%
COc1c(C)cccc1C(=O)NC(=S)Nc1ccc2c(c1)Cc1ccccc1-2
  HT1080 viability = 0%
CN(C1CCCCC1)S(=O)(=O)c1ccc2c(c1)c(=O)c(C(=O)N1CCc3ccccc3C1)cn2C
  HT1080 viability = -12%
Cn1c(SCc2ccccc2)nnc1-c1cnccn1
  HT1080 viability = -17%
Cn1nnnc1SCC(=O)Nc1ccccc1C(=O)NC1CC1
  HT1080 viability = -6%

A draw from above in order of count of non-hydrogen atoms, smallest number first:
C=CCc1ccccc1OCC(O)CN(CC)CC (stereo unspecified)
  HT1080 viability = 10%
Cc1ccc2c(C(=O)CN3CCOCC3)c(C)[nH]c2c1
  HT1080 viability = -13%
COc1ccccc1NC(=O)c1c(C)oc2c1CCCC2
  HT1080 viability = -4%
c1ccc(-c2ccc3c(c2)c2c4n3CCN=C4CCC2)cc1
  HT1080 viability = -16%
Cn1nnnc1SCC(=O)Nc1ccccc1C(=O)NC1CC1
  HT1080 viability = -6%
Cc1cc(C)c2c(n1)sc1c(=O)n(Cc3ccccc3Cl)nnc12
  HT1080 viability = -20%
COc1ccc(Cc2nc(C(=O)Nc3ccc(OC)cc3)cs2)cc1
  HT1080 viability = 1%
CCOC(=O)C1CCN(C(=O)C(=O)N2CCC(C(=O)OCC)CC2)CC1
  HT1080 viability = -6%
COc1ccc(C(=O)NC(=O)COC(=O)C2COc3ccccc3O2)cc1 (stereo unspecified)
  HT1080 viability = 6%
CCn1c(COc2ccc(C(C)C)cc2)nnc1SCC(=O)Nc1nccs1
  HT1080 viability = 11%
CC(C)CC(C(=O)NC(=O)NCc1ccccc1)N1C(=O)c2ccccc2C1=O (stereo unspecified)
  HT1080 viability = -11%
O=C(c1ccc2c(c1)N(Cc1ccccc1)C(=O)c1ccccc1S2)N1CCCC1
  HT1080 viability = 30%
COCCNC(=O)c1ccc2c(=O)n(Cc3ccco3)c(SCC(=O)NC3CCCCC3)nc2c1
  HT1080 viability = -10%
CCC1=C2CC[C@H]3C(=O)NC(=O)[C@H]3[C@H]2[C@@]2(Cc3ccccc3)C(=NCc3ccccc3)OC(=O)N2C1=O
  HT1080 viability = 10%

(cont.)
CC(C)(C)NS(=O)(=O)c1ccc2c(c1)oc(=O)c1cc(S(=O)(=O)NC(C)(C)C)ccc12
  HT1080 viability = 0%
Cn1c(SCC(=O)NCCc2ccccc2)nnc1-c1ccco1
  HT1080 viability = -12%
CCOc1cc(CNc2ccc3c(c2)CCC3)ccc1O
  HT1080 viability = -8%
CCOC(=O)COc1ccc(S(=O)(=O)NCC2CCCO2)cc1 (stereo unspecified)
  HT1080 viability = 6%
COc1cc2c(cc1OC)C(c1cc3cc4c(cc3[nH]c1=O)OCO4)N(C(=O)C(C)C)CC2 (stereo unspecified)
  HT1080 viability = 18%
CC1(C)CC(=O)C2=C(C1)N(Cc1cccnc1)C(=O)C2(NC(=O)c1cccnc1)C(F)(F)F (stereo unspecified)
  HT1080 viability = -16%
Cc1ccc(NC(=O)C2CCN(S(=O)(=O)c3ccc(F)cc3)CC2)cc1
  HT1080 viability = 6%
COc1ccc(CNCCCO)cc1OC
  HT1080 viability = 10%
COc1ccccc1C(=O)Nc1nc(-c2ccc(S(=O)(=O)N3CCOCC3)cc2)cs1
  HT1080 viability = -8%
COCCNC(=O)c1ccc(NC(C)=O)cc1
  HT1080 viability = 0%
CC(Sc1n[nH]c(N)n1)c1nc2scc(-c3cccs3)c2c(=O)[nH]1 (stereo unspecified)
  HT1080 viability = -9%
c1ccc2c(CNc3ccc(CNc4ncn[nH]4)cc3)cccc2c1
  HT1080 viability = 7%
COc1ccc(NC(=O)CN2CCN(c3nc(-c4cccc(OC)c4)cs3)CC2)cc1
  HT1080 viability = 8%
O=S(=O)(NC1CCCCC1)c1ccc(-c2csnn2)s1
  HT1080 viability = 14%
O=C(Cn1c(-c2cscn2)nc2ccccc21)Nc1cc(F)ccc1F
  HT1080 viability = -4%

(next part)
SMILES	HT1080 viability
COC(=O)C(N)Cc1ccc(O)c(O)c1 (stereo unspecified)	9%
COc1ccc2c(c1)-c1ccccc1S(=O)(=O)N2C	29%
COc1cccc(N/C=C(\C#N)c2ccc(OCCCF)cc2)c1	31%
CCCCCCN1CC(O)=C(c2ccccc2)C1=N	26%
CC(C)CCNc1nnnc2c1sc1nc(N3CCOCC3)c3c(c12)CC(C)(C)SC3	-26%
O=C(CSc1nnc2c(Cl)cc(Cl)cn12)NC1CCS(=O)(=O)C1 (stereo unspecified)	3%
CCn1c(C(=O)N2CCc3ccccc3C2)cc2oc3ccccc3c21	-11%
CC(=O)CSc1nc2ccccc2s1	20%
CCCn1c(NC(=O)c2ccc(Br)cc2)nc2ccccc21	-5%
O=C(Nc1ccccc1)NC1CCS(=O)(=O)C1 (stereo unspecified)	-1%
COC(=O)[C@@]1(Cc2ccc(F)cc2)[C@H]2c3cc(C(=O)N4CCCC4)n(CCF)c3C[C@H]2CN1C(=O)c1ccccc1	-19%
COc1cc2c3c(c1)-c1c(sn(-c4cc(OC)ccc4OC)c1=S)C(C)(C)N3C(=O)C2=O	8%
COc1ccc2c(c1)CCc1sc(NC(=O)c3ccc(C)cc3)nc1-2	-24%
O=C(Cc1cccs1)N(Cc1cccs1)C1(C(=O)NC2CCCC2)CCCCC1	-10%
C[C@@H](C(=O)Nc1ccc2ccccc2c1)[C@@H]1C[C@@]1(C)[C@@H](NS(=O)(=O)c1ccc(-c2ccccc2)cc1)c1ccccc1	-13%
CCN(CC)C(=O)Nc1c(C)n(C)n(-c2ccccc2)c1=O	4%
CN(C)c1ccc(NC(=O)CSc2nc(N)c(C(=O)Nc3ccc(N(C)C)cc3)s2)cc1	-19%
CCCn1c2ccccc2c2nnc(SCC(=O)Nc3cc(C)on3)nc21	-3%
COc1cc(C2Sc3ccccc3NC3=C2C(=O)OC3)cc(OC)c1OC (stereo unspecified)	-1%
O=C(NCc1ccco1)c1ccccc1-c1ccccc1	-17%
COC(=O)CCCCCN1C(=O)NC(CC2CC2)C(C(=O)OCc2ccccc2)=C1C (stereo unspecified)	-6%
O=C(CCc1nc2cccnc2n1Cc1ccccc1)N1CCOCC1	14%
Cc1cc(C)c2c(=O)[nH]c(SCC(=O)NCCc3ccccc3)nc2n1	0%
Cc1cc(C)c2nc(SCC(=O)Nc3ccc(S(=O)(=O)N4CCCC4)cc3)c(C)cc2c1	6%
CC(=O)NCCN1C(=O)C2C3c4ccccc4C(c4ccccc43)C2C1=O (stereo unspecified)	-12%
CCC1=C(OC(=O)N(CC)CC)N2C(=O)OC(=NCCOC)[C@]2(Cc2ccccc2)[C@H]2C1=CC[C@H]1C(=O)N(CC(=O)OC)C(=O)[C@H]12	2%
CC(N1CCOC1=O)S(=O)(=O)c1ccccc1 (stereo unspecified)	0%
Cc1noc(N)c1C(=O)Nc1ccc(C(C)(C)C)cc1	-4%
COc1ccccc1CN(CC(=O)NCc1ccc2c(c1)OCO2)C(=O)c1ccc2c(c1)OCCO2	-2%
COc1ccc(Nc2nc(CC(C)=O)ns2)cc1	0%
CCC(=O)Nc1cccc(NC(=O)CSc2nnc(-c3ccc(NS(C)(=O)=O)cc3)n2CC)c1	2%
Cc1csc(NC(=O)Cc2c[nH]c3ccccc23)n1	-6%
CC1CCc2c(sc3nc(C4CC4)nc(N4CCN(C(=O)c5ccco5)CC4)c23)C1 (stereo unspecified)	-15%
O=C(Cn1c(=O)n(Cc2ccccc2)c(=O)c2ccccc21)NCc1ccco1	26%
COC(=O)Cc1c(C)c2ccc(OC(=O)c3ccccc3)cc2oc1=O	3%
Cc1cccc(NC(=O)CN2C(=O)NC(Cc3ccccc3)C2=O)c1 (stereo unspecified)	9%
Cc1c(NC(=O)C2(c3ccc(Cl)cc3)CCCC2)c(=O)n(-c2ccccc2)n1C	-3%
CCN(CC)c1ccc(/C=C2\C(=O)N(c3ccc([N+](=O)[O-])cc3)N=C2N2CCOCC2)cc1	-12%
CCN(CC)c1ccc(/C=C2/C(=O)N(c3ccc([N+](=O)[O-])cc3)N=C2N2CCOCC2)cc1	0%
[O-]/C(=C(\C(=S)NCc1ccco1)[n+]1ccccc1)c1ccccc1Br	14%
Cc1ccc2c(c1)N(CC(=O)NCc1ccco1)C(=O)CO2	4%
O=C(NS(=O)(=O)c1ccccc1)c1ccccc1	-15%
CCOC(=O)CSc1nc2ccc(C)cc2cc1C#N	5%
O=C(CNCC1CCCCC1)Nc1ccccc1N1CCCCC1	-38%
COc1ccc(C(=O)COc2cccc(NC(=O)c3ccco3)c2)cc1	1%
CCOc1ccc(CN2CCCN(C)CC2)cc1	-1%
COc1ccc(NC(=O)COC(=O)Cn2c(C)nc3ccccc32)cc1OC	-3%
COc1cccc(NC(=O)N(CCCN2CCOCC2)C(C)c2cc3ccccc3o2)c1 (stereo unspecified)	-4%
Cc1cc(Br)cc2c1NC(=O)C2(c1c(C)n(C)n(-c2ccccc2)c1=O)c1c(C)n(C)n(-c2ccccc2)c1=O	-21%
CCN(CC)S(=O)(=O)c1ccc(-n2cnnn2)c(C)c1	18%

New compounds follow.
SMILES	HT1080 viability
O=C1CC(Nc2ccc(N3CCOCC3)cc2)C(=O)N1c1ccccc1 (stereo unspecified)	7%
Cc1nc2ccccn2c1C(=O)Nc1ccc2c(c1)OCCO2	3%
N#CC1=C(N)Oc2n[nH]c(-c3cccs3)c2C1C1C=CCCC1 (stereo unspecified)	-3%
CCOC(=O)c1c(NC(=O)CN2CCN(C(=O)c3ccco3)CC2)sc2c1CCCC2	-3%
CC(=O)COc1ccc2c(C)c(C)c(=O)oc2c1	-1%
Cc1ccc(CNC(=O)CSc2nc3n[nH]c(C)c3c(=N)n2-c2cccc(C)c2)cc1	-8%
CC(C)(C)CC(C)(C)Nc1c(-c2ccc(O)cc2)nc2cnccn12	-6%
COC(=O)c1ccc(NC(=O)CN2C(=O)C3C4C=CC(C4)C3C2=O)cc1 (stereo unspecified)	3%
CCn1c(C)nc2cc(S(=O)(=O)C(F)(F)F)ccc21	2%
COC(=O)c1ccc(CSc2nnc(C)s2)cc1	-2%
C=CCn1c(SC(C)C(=O)NCCC2=CCCCC2)nc2ccccc2c1=O (stereo unspecified)	-2%
CCc1ccc(-n2c(SCc3c(C)noc3C)nnc2-c2ccncc2)cc1	-6%
Cc1cc(C)c2[nH]c(=O)c(C(c3nnnn3C(C)(C)C)N(Cc3ccco3)CC3CCCO3)cc2c1 (stereo unspecified)	-3%
O=C1CC(c2ccccc2)c2c(O)cc(O)cc2O1 (stereo unspecified)	13%
COC(=O)[C@@]1(Cc2ccc(OC)cc2)[C@H]2c3cc(C(=O)N4CCCC4)n(Cc4cc(F)c(F)c(F)c4)c3C[C@H]2CN1C(=O)c1ccccc1	-7%
O=c1oc2ccccc2c(Nc2cccc(O)c2)c1[N+](=O)[O-]	-13%
O=C(CCCc1ccccc1)Nc1nncs1	-19%
CCOC(=O)C(Sc1nnc(-c2ccncc2)o1)C(C)=O (stereo unspecified)	10%
O=C1NC(=S)N/C1=C\c1cccc([N+](=O)[O-])c1	-2%
COc1ccc(NC(=O)C2CCN(C(=O)c3cccs3)CC2)cc1	-15%
